From PubChem
Pin1 inhibitor = human Pin1 inhibition. Pin1 FP peptide displacement, HiFluor488, 10 min. Potency, µM (highest dose often 115 µM), without a hit: at the highest dose activity, negative = inhibition, most hits filed as inhibitors. hit rate 0.009% among 390,000. AID 504891; active = well fitted inhibition curve with a large enough effect in the polarisation, with a control signal flat, not every such curve was filed as active; inconclusive = small, poorly fitted or top-dose-only effect, or effect the other way, or a change in a side signal; inactive = no such curve, though single readings can be large or run the other way; the % refers to the polarisation; note: % is set by controls: 0 for no effect and ±100 for the full control effect
Target sequence (Q13526 whole entry, looked up): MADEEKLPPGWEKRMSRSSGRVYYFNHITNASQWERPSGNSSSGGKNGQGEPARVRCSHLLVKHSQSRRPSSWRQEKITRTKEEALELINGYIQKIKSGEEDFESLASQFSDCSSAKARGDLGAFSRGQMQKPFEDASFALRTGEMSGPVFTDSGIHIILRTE
ALOX12 inh = blocks human arachidonate 12S-lipoxygenase; P18054; purified 12hLO, xylenol orange hydroperoxide absorbance; Potency, µM (series often up to 108 µM), for the others: at the highest dose activity change, negative = inhibition, actives largely listed as inhibitors; hit rate 1.1% among 580,000; AID 1671190; note: % is set by controls: 0 for no effect and ±100 for the full control effect
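Purified human 12hLO at 150 nM in 25 mM Hepes, 0.01% Triton X-100, pH 7.0, preincubated 15 min at room temperature with compound. Reaction started with 40 uM arachidonic acid, 30 min at room temperature. Hydroperoxide measured by Fe-xylenol orange, 573/405 nm absorbance ratio.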
ERG-DNA inh = inhibitors of human ERG Ets domain-DNA interaction | P11308 | fluorescence polarization, His-ERG Ets domain / labelled DNA | Potency, µM (series often up to 76.9 µM), for the others: at the top dose FP activity, negative = inhibition, actives largely listed as inhibitors | hit rate 0.028% among 370,000 | AID 624246; active = well fitted inhibition curve with a large enough effect in the polarisation, with a control signal flat; inconclusive = small, poorly fitted or top-dose-only effect, or effect the other way, or a change in a side signal; inactive = no such curve, though single readings can be large or run the other way; the % refers to the polarisation;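 note: polarization taken with two DNA probes labelled with fluorescein and Texas red; % of control where 0% means no effect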
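His-tagged ERG Ets domain (1 uM in the protein solution; 300mM KCl, 50mM Tris-HCl, 1mM EDTA, 1mM DTT, pH 7.5) received compound, then a probe mix of 5 nM fluorescein-DNA and 100nM Texas-615-DNA. Fluorescence polarization was read for both dyes.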
PGK inhibitor = T. brucei PGK inhibition. AID 602233. hit rate 0.043% among 380,000. Potency, µM (titrated, usually from 57.5 µM), for inactives: top-dose activity change, negative = inhibition, hits mostly inhibitors. P07378. PGK/GAPDH coupled, Kinase-Glo luminescence, 60 min; note: % is set by controls: 0 for no effect and ±100 for the full control effect; nearly all actives have a fitted effect of over 60% in size
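Recombinant glycosomal PGK reaction used 1,3-bisphosphoglycerate generated in-well by GAPDH (100nM final) in 100mM TEA pH 7.6, 5mM MgCl2, 0.01% Tween-20. After 60 minutes at room temperature, ATP was read by Kinase-Glo Plus luminescence end-point.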
rTrxR1 inhibitor = blocks rat thioredoxin reductase 1 | O89049 | recombinant rTrxR1, NADPH fluorescence consumption, selenite substrate | Potency, µM (doses to about 114 µM), for the others: top-dose activity change, negative = inhibition, usual class: inhibitors | hit rate 1% among 390,000 | AID 588453; note: % is set by controls: 0 for no effect and ±100 for the full control effect; nearly all actives have a fitted effect of over 65% in size
Target sequence (O89049 whole entry, looked up): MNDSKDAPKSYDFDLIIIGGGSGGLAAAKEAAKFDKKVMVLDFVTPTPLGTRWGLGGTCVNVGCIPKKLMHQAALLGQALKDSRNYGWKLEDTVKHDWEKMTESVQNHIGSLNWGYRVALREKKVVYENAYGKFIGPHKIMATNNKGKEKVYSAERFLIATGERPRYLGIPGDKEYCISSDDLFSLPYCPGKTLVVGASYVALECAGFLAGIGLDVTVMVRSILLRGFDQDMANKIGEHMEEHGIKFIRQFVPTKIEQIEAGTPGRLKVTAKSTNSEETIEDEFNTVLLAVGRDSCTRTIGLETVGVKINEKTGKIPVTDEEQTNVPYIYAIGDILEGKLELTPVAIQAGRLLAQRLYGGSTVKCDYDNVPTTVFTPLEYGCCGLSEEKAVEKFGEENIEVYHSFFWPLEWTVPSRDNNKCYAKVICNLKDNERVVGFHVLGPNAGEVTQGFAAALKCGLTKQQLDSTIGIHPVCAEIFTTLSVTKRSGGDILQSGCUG
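Rat TrxR1 (90 nM in the dispensed reagent) was pre-reduced with 400 uM NADPH for 5 min at room temperature, then incubated with compound for 15 min. After 400 uM selenite was added, NADPH fluorescence (Ex 340/Em 450 nm) was followed for 8 min.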
JMJD2A Tudor = blocks the human JMJD2A Tudor domain | Potency, µM (titrated, usually from 114 µM), without a hit: at the highest dose activity change, negative = inhibition, hits mostly inhibitors | AID 504339 | AlphaScreen JMJD2A-Tudor / H3K4me3 peptide binding | hit rate 4.4% among 390,000; note: % is set by controls: 0 for no effect and ±100 for the full control effect; nearly all actives have a fitted effect of over 50% in size
HP1b chromo inh = HP1-beta chromodomain-methylated histone interaction inhibition. P83916. Potency, µM (doses to about 114 µM), without a hit: at the highest dose activity change, negative = inhibition, actives largely listed as inhibitors. AlphaScreen HP1-beta / biotin-H3K9me3 peptide binding. hit rate 0.56% among 390,000; note: nearly all actives have a fitted effect of over 70% in size; inactives centre near 23
Target sequence (P83916 whole entry, looked up): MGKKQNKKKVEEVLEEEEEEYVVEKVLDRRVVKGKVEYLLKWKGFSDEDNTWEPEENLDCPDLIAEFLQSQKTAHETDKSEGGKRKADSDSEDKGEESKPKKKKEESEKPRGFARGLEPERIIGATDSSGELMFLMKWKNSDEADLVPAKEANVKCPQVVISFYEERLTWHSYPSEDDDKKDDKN
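HP1-beta protein (50 nM final) preincubated 30 min at room temperature with biotinylated H3(1-18)K9me3 peptide (50 nM) in PBS pH 7.4, 0.01% Tween-20, then compound added for 30 min. AlphaScreen streptavidin donor/nickel chelate acceptor beads (10 ug/mL final), 30 min dark, luminescence read.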
GLS inhibitor = glutaminase GLS (human) inhibition; GLS enzymatic activity, qHTS titration; Potency, µM (titrated, usually from 45.5 µM), for inactives: at the highest dose activity change, negative = inhibition, actives largely listed as inhibitors; hit rate 0.21% among 410,000; AID 624170; note: % is set by controls: 0 for no effect and ±100 for the full control effect
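Enzyme dispensed in phosphate buffer (45 mM, pH 8.2, 0.02% Tween-20), compounds pinned in, then 1 mM L-glutamine solution and the glutamate oxidase–HRP–Amplex Red mix added; fluorescence read immediately and again after 30 min at room temperature.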
RGS4 inhibitor = inhibitors of human regulator of G protein signaling 4 | Transcreener GDP fluorescence polarization, RGS4-accelerated GTP hydrolysis | Potency, µM (top dose mostly 114 µM), for the others: top-dose activity change, negative = inhibition, actives largely listed as inhibitors | hit rate 0.039% among 390,000 | AID 504845; note: % is set by controls: 0 for no effect and ±100 for the full control effect; nearly all actives have a fitted effect of over 75% in size; some results filed as inactive show a strong effect at the top dose
Target sequence (P49798 whole entry, looked up): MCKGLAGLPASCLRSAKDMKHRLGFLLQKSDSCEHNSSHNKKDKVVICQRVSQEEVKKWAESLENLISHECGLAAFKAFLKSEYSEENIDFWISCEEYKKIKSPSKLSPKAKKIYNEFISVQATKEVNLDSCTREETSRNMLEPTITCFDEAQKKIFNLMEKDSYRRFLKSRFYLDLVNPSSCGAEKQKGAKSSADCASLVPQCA
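MLSMR compounds (23 nl, pin-transferred) preincubated 10 min at room temperature with a 500nM (2x) first reagent, then RGS4 at 900nM (2x) plus Transcreener GDP mix added; fluorescence polarization (620/688 nm) read before and after 90 min at 30 °C.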
* marks the source's active call; other numbers are inactive results; i = inactive; ? = inconclusive; / = no result given; & = joins results of further samples; [ ] = another dose, or the depositor's remark. Unless noted, calls come from the whole dose curve; as a rule, active = well fitted curve in the direction sought with a large enough effect; inconclusive = small, poorly fitted or top-dose-only effect, or another doubt; inactive = no such curve, though single readings can be large; an effect the other way counts as inactive or inconclusive. Potency is the fitted concentration of half-maximal effect. These rows are one share of the data (hit frequency here may not be typical).

SMILES	Pin1 inhibitor	ALOX12 inh	ERG-DNA inh	PGK inhibitor	rTrxR1 inhibitor	JMJD2A Tudor	HP1b chromo inh	GLS inhibitor	RGS4 inhibitor
Cc1cc2nc3c(=O)n(Cc4ccccc4)c(=O)[nH]c3nc2cc1N	/	?	0%	-7%	20%[57.1 µM]	-27%	15%	1%	?
O=C(NCCCN1CCCC1=O)c1cccc(NS(=O)(=O)c2ccc(Br)cc2)c1	-2%	3%	0%	i	10%	-13%	6%	7%	1%
O=C(NCC(c1ccc(F)cc1)N1CCOCC1)c1ccc([N+](=O)[O-])o1 (centres undefined)	0%	-2%	-18%	-8%	?	-1%	31%	-6%	-9%
COC(=O)c1ccc(Cn2cnc3nc4c(cc3c2=O)CCCC4)cc1	22%	-3%	0%	i	12%[57.1 µM]	7%	27%[57 µM]	-3%	-17%
CC1CCCN(S(=O)(=O)c2ccc(N3CCCCS3(=O)=O)cc2)C1 (centres undefined)	-2%	?	0%	-1%	8%[57.1 µM]	-3%	22%	-14%	29%
Nc1nc(SCC(=O)Nc2ccc(Cl)cc2C(F)(F)F)n[nH]1	-11%	2%	2%	i	-10%	-23%	3%	18%	0%
CCc1ccc(C(=O)Nc2ccc(C)c(NS(C)(=O)=O)c2)cc1	-3%	80%[activator]	2%	i	33%	-12%	31%	-8%	-16%
CC(C)(C)NC(=O)NC(=O)CN1CCN(S(=O)(=O)c2ccc3c(c2)OCCO3)CC1	-11%	0%	-4%	2%	24%	-12%	30%	0%	15%
CCCCC(=O)Nc1cccc(NC(=O)c2cccnc2Cl)c1	2%	201%[activator]	6%	-2%	31%	1%	42%[activator]	1%	-4%
CC(C)(C)OC(=O)C(C)(C)Sc1nnc(N)s1	-3%	196%[activator]	14%	-2%	38%	-10%	22%	-4%	19%
Cc1c(Cl)cccc1NC(=O)CCN1CCCC(C)C1 (centres undefined)	0%	-3%	9%	-13%	15%	-5%	25%	-5%	-15%
COC(=O)c1ccccc1NC(=O)Cn1c(=O)n(CCC(=O)NCc2ccc3c(c2)OCO3)c(=O)c2ccccc21	-3%	?	5%	-6%	32%	-14%	6%	5%	9%
CCOc1ccc(NC(=O)CCCc2cc(-c3ccc(OCC)cc3)on2)cc1	17%	0%	0%	-5%	16%[57.1 µM]	-5%	41%[activator]	13%	-20%
O=[N+]([O-])c1ccc(NCCOc2ccccc2Cl)nc1	4%	10%	-2%	6%	-9%	-14%	12%	-2%	18%
COc1ccc(CNC(=S)Nc2ccccc2Cl)cc1	-7%	?	-3%	2%	-3%	2%	55%[activator]	2%	9%
CSc1ncccc1C(=O)NC(C)C1CC2CCC1C2 (centres undefined)	0%	-24%	-1%	-7%	11%	-9%	13%	16%	-17%
CCOC(=O)C1CCN(S(=O)(=O)c2ccc(C(C)(C)C)cc2)CC1	-2%	1%	-13%[15.4 µM]	-10%	27%[11.4 µM]	-12%	41%[activator]	-2%	-20%
CCOc1cccc2cc(-c3cn4c(n3)sc3ccccc34)c(=O)oc12	-4%	?	5%	6%	17%[57.1 µM]	-10%	18%	2%	10%
CCOc1ccc(NC(=O)C(=O)NCCc2csc(-c3ccc(C(F)(F)F)cc3)n2)cc1	-1%	-14%	-2%	-2%	22%[57.1 µM]	-11%	15%[57 µM]	-5%	-12%
OC[C@H]1O[C@@H](Oc2ccc(O)cc2)[C@H](O)[C@@H](O)[C@@H]1O	9%	-13%	-6%	10%	10%	-3%	11%	13%	0%
COc1cc(NC(=O)Cn2nc(C(F)(F)F)c3c2CCCC3)cc(OC)c1OC	0%&-5%	0%&-12%	-2%&-5%	-7%&-1%	3%	-1%&-2%	36%&30%	1%&7%	-12%&0%
COc1ccc(S(=O)(=O)N(CCc2ccccc2)CC(=O)Nc2cc(Cl)ccc2C)cc1	83%[activator]	-25%	?	-2%	6%	1%	36%[activator]	-11%	-21%
Cc1cc(C)c(NC(=O)c2c(C)nn(-c3ccc(F)cc3)c2-n2cccc2)c(C)c1	-5%	4%	-4%	-5%	23%	-20%	10%	-12%	-6%
CCCCSc1nnc(-c2cc(Br)ccc2N)c(=O)[nH]1	0%	?	3%	2%	18%	-7%	9%	9%	16%
COc1ccc(C2=NN(C(N)=S)C(c3ccco3)C2)cc1 (centres undefined)	20%	?	6%	-8%	-4%	-36%	-16%	7%	-19%
Clc1ccc2c(c1)c1ccccc1n2CN1CCOCC1	9%	?	1%	11%	11%	58%[activator]	79%[activator]	13%	-10%
CC1(C)NC(=O)N(Cc2cc(=O)n3ccsc3n2)C1=O	-14%	13%	-8%	-4%	-2%	-26%	6%	21%	11%
COC(=O)c1ccc(/C=C/C(=O)OCC(=O)Nc2sccc2C(N)=O)cc1	34%[activator]	/	15%	-10%	11%	-12%	21%	-1%	-11%
COc1ccc(N(C)C(=O)c2cn(CC(C)C)c(=O)c3cc(OC)c(OC)cc23)cc1	-15%	7%	9%	-9%	20%	-6%	-10%	-24%	3%
COc1cc(OC)cc(C(=O)NC(C(=O)Nc2ccc3c(c2)OCCO3)C(C)C)c1 (centres undefined)	4%	7%	6%	-6%	6%	-13%	18%	-5%	-15%
O=C(O)CCC(=O)Nc1nc(-c2ccccc2)cs1	0%	312%[activator]	-7%	-7%	-9%	10%	38%	-7%	-25%
CCOc1ccc(N2CC(C(=O)NCCN3C(=O)S/C(=C\c4ccc(OC)cc4)C3=O)CC2=O)cc1 (centres undefined)	-1%	-16%	-18%	-9%	-13%	-11%	20%	-12%	-26%
CCC(=O)NCc1c(C)c(C)n(Cc2ccccc2)c1-n1cccc1	-6%	-1%	-10%	-3%	11%	-30%	10%	3%	-9%
CCN(C(=S)Nc1cc(S(=O)(=O)N2CCOCC2)ccc1Cl)c1cccc2ccccc12	-2%	3%	-5%	0%	-22%	-25%	-24%	-2%	?
CC1(C)Cc2cccc(OCC(=O)N3CCN(S(=O)(=O)c4ccc(F)cc4)CC3)c2O1	-4%	-4%	-1%	1%	10%[57.1 µM]	-8%	25%	4%	15%
CCOC(=O)[C@H]1[C@H]2COc3ccc(OC)cc3[C@@H]2N2C(=O)CN(Cc3ccc(OC)cc3)C(=O)[C@@]12C	2%	2%	-9%	-2%	7%[57.1 µM]	-11%	26%	-7%	5%
Nc1nnc(Cc2ccccc2)s1	-2%	-15%	-10%	-7%	31%[57.1 µM]	-7%	20%	-11%	2%
COC(=O)C1C(=O)c2c([nH]c(C(=O)OC3CCCC3C)c2C)CC1C (centres undefined)	0%	-19%	-12%	-9%	7%[57.1 µM]	-13%	38%	-7%	-17%
COc1ccc(C2C=C(c3ccc(C)cc3)Nc3ncnn32)cc1 (centres undefined)	-6%	-1%	0%	-1%	-3%	-12%	19%	0%	-4%
O=C(CCc1ccccc1)NNC(=O)c1ccco1	-7%	-14%	2%	-6%	6%	-14%	13%	13%	-20%
O=C(COC(=O)Cc1n[nH]c(=O)c2ccccc12)NNC(=O)c1ccccc1	-8%	0%	-1%	-6%	4%[57.1 µM]	-7%	9%	14%	7%
Cc1cc(C)c2c(c1)cc(C)c1nnc(SCC(=O)N3CCCc4ccccc43)n12	-2%	0%	3%	-5%	-16%	-12%	36%	-6%	-10%
CN(C)S(=O)(=O)N1CCC(C(=O)O)(c2ccccc2)CC1	8%	12%	-4%	/	17%	-2%	12%	-6%	-10%
CCOc1ccc(CNC(=O)C2CCN(c3nnc(C)c4c(C)n(-c5ccc(C)cc5)nc34)CC2)cc1	84%[activator]	-15%	1%	-6%	36%	?	26%	-4%	?
O=C(CNC(=O)Cn1ccc2ccccc2c1=O)NCCCN1CCN(c2cccc(Cl)c2)CC1	-3%	-15%	-4%	-6%	17%[57.1 µM]	-21%	-9%	25%	35%
COc1cccc(C2CC(c3ccc(NS(C)(=O)=O)cc3)=NN2C(=O)c2ccccc2)c1OC (centres undefined)	?	-3%	9%	0%	10%[57.1 µM]	-20%	1%	-8%	-28%
Cc1nc(CSc2nsc(C)c2C#N)cs1	-1%	-11%	-2%	-1%	23%[57.1 µM]	-6%	9%	-7%	-1%
CCCCc1nc(SCCOC)c2c(=O)n(C)c(=O)n(C)c2n1	2%	-6%	5%	-7%	20%[57.1 µM]	31%	23%	-15%	-8%
COc1cc(NC(=O)c2ccc(Cl)cc2)c(OC)cc1NC(=O)CN1CCCCC1	-9%	-40%	-12%	i	14%[57.1 µM]	-33%[11.4 µM]	?	0%	?
CCOc1ccc(CCNC(=O)Cn2ccc3cc(S(=O)(=O)N4CCCC4)ccc32)cc1	74%[activator]	31%	5%	i	14%	-23%	58%[activator]	-2%	-44%
c1ccc(-c2ccccc2OCCN2CCCCC2)cc1	-10%	?	-5%	-2%	-9%	8.9µM*	-21%	6%	3%
Cc1ccc(S(=O)(=O)N2CCCCC2)cc1NC(=O)COc1ccccc1F	4%	-3%	0%	-1%	5%	-11%	32%	7%	11%
CC(C)(C)NC(=O)CCC1COc2ccccc2O1 (centres undefined)	0%	14%	-13%	-9%	15%	-20%	9%	-12%	-30%
